# Autophagy mod – autophagy modulators in MEF cells, primary screen, imaging, high-content, MEF GFP-LC3. MEF GFP-LC3 puncta imaging; test concentration mostly 10 µM. 190,000 tested, 0.98% active. calls only at 10 µM (by protocol);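 active = percentage of spot-positive cells more than 3 SD above its plate mean, without a fluorescence outlier flag or 80% toxicity; inconclusive = no clear call, values can overlap the other calls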;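 note: spot-positive cell cutoff set from DMSO-treated cells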
# Dynein transport – inhibitors of GR-EGFP nuclear translocation, primary screen, dynein cargo transport inhibitor project, imaging, high-content, 3617.4 mouse cells; test concentration mostly 20 µM; stimulated with dexamethasone, 1 µM; stronger effect = lower value; AID 1381, 2008; 220,000 tested, 0.47% active; z-score, hits read low;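 active = plate z-score of nuclear minus cytoplasmic receptor signal below a set negative limit, without overly bright fluorescence or cell loss, cut at about -3.5 in these data, passing the limit was not always enough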;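 note: z-score of nuclear minus cytoplasmic ring GR-EGFP intensity difference per well; some compounds called inactive have numbers as strong as hits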
#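 Buffer or medium: tetracycline-free induction medium containing charcoal-stripped FBS / Reagent: dexamethasone agonist, 1.0 µM final, for 30 min / Technique: automated 10x imaging of fixed Hoechst-stained cells / Times: induction 48 h, compound 1 h, agonist 30 min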
# bCat nuc transl – modulators of beta-catenin nuclear translocation, primary screen, imaging, HeLa cells, immunofluorescence, high-content | 190,000 tested, 0.3% active | nuclear translocation activity, % at 5 µM;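 active = nuclear translocation activity above 50% at 5 µM, with a well cell count of 50 or more; inconclusive = wells under 50 cells across six images, flagged as toxic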;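 note: per-cell ratio of nuclear to cytoplasmic median beta-catenin stain intensity; plate controls were DMSO negative control for no effect and GSK-3 inhibitor IX positive control for full effect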
#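 Assay system: human HeLa cells, native beta-catenin; doses: 5 µM primary, 0.02–20 µM confirmation; incubation: compound treatment 24 h, 37°C, 5% CO2; technique: fluorescence imaging of beta-catenin antibody stain plus DAPI; measure: % activation, nuclear-to-cytoplasmic median beta-catenin signal ratio per cell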
# Insulin prom up – insulin promoter activators in MIN6 cells, imaging, high-content screening, mouse beta cells. MIN6 insulin promoter-GFP reporter; stronger effect = higher value. z-score at 5 µM. 190,000 tested, 0.3% active. AID 1625, 2009;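 active = z-score above 3 at 5 µM with at least 500 cells counted in the well; inconclusive = wells under 500 cells, flagged as cytotoxic or low count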
# MT stabilizer – microtubule stabilizers in HeLa cells, primary screen, imaging, high-content imaging; HeLa tubulin immunostaining HCS, 24 h; share of cells brighter than vehicle mean+2SD; % tubulin-high responders, % at 10 µM; 200,000 tested, 0.83% active; AID 2205, 2009;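 active = plate Z-score above 3 for both tubulin-high and condensed-nucleus cell shares, with cell loss under 80%, at 10 µM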;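 note: anti alpha tubulin signal scored within the nucleus-defined area of each cell; some results filed as inactive read as strong as hits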
# NOD1 inhibition – NOD1 signaling inhibitors, primary screen, cell-based, luminescence, uHTS (AID 1578); NOD1-driven NF-kB luciferase reporter cells, luminescence; higher % means a stronger effect; inhibition, % at 4 µM; hits with a dose series show EC50 in µM; 290,000 tested, 1% active; in the data active = inhibition mostly above about 36%, no sharp cut-off; inactive = mostly below about 34%;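 note: HEK-293T reporter cells stimulated with the NOD1 agonist gamma-tri-DAP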
# Yfh1-off respiration – enhancers of respiration in Yfh1-depleted yeast, dose response, Friedreich's ataxia, plus single-dose screen (AID 1465); 220,000 tested, 0.074% active; S. cerevisiae Yfh1-off respiration, WST-1 reduction, 72 h; higher fold induction means a stronger effect; fold induction at 50 µM; hits with a dose series show EC50 in µM;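 active = fold induction of absorbance versus untreated yeast above a set limit, then at least 30% activation at any dose in follow-up; inconclusive = repeats straddling the limit, or above it without dose testing; inactive = fold induction below the set limit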;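 note: activators that raise dye reduction in frataxin-depleted yeast; strong numbers were not always called active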
# NOD2 inhibition – NOD2 signaling inhibitors, cell-based, luminescence, uHTS, HEK293 (AID 1566); HEK293 NOD2/NF-kB luciferase reporter, luminescence; higher % means a stronger effect; one-dose inhibition, % at 4 µM; EC50 in µM for titrated hits; 290,000 tested, 0.63% active; in the data active = inhibition above about 50%; note: many of its hits are not listed in these tables
# M17LAP inhibition – P. falciparum M17LAP inhibitors, primary screen, biochemical, fluorogenic H-Leu-NHMec substrate, 1536-well (AID 1619); recombinant M17LAP, H-Leu-NHMec fluorogenic kinetic assay; higher % means a stronger effect; inhibition, % at 30 µM; hits with a dose series show IC50 in µM; 220,000 tested, 0.38% active;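 active = compound inhibiting the enzyme by more than half at any dose during confirmatory dose-response retesting; inconclusive = strong single-dose inhibitors picked by rank but not retested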;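 note: plate controls were full reaction with DMSO carrier for no effect and no enzyme background for full effect; strong numbers were not always called active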
# Dynein transport cytoplasmic EGFP – further read-out of Dynein transport, marked with its call; z-score; measured here: cytoplasmic GR-EGFP intensity; stronger effect = higher value
# Dynein transport nuclear GR-EGFP – recorded beside Dynein transport, whose call it bears; z-score; measured here: nuclear GR-EGFP intensity;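 lower value marks the stronger effect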
# Dynein transport cell count – recorded beside Dynein transport, whose call it bears; z-score; measured here: cell count per field
# Insulin prom up cell count – also measured in Insulin prom up; calls as there; cell count; measured here: cytotoxicity, nuclei count;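 total cells summed across four imaged fields per well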
# bCat nuc transl cell count 5 µM – also measured in bCat nuc transl; calls as there; cell count; measured here: cell count, cytotoxicity flag
# MT stabilizer Hoechst-high % – also measured in MT stabilizer; calls as there; % Hoechst-high responders; measured here: nuclear condensation Hoechst responders;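 share of cells brighter than vehicle mean plus two SD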
# MT stabilizer cytotoxicity % – further read-out of MT stabilizer, marked with its call; toxicity, %; measured here: cytotoxicity by cell density;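 0% = mean cell density of plate MIN control wells and 100% = no cells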
# Autophagy mod cell loss 18 h – also measured in Autophagy mod; calls as there; toxicity, %; measured here: cell loss, nuclei count;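 cell loss after 18 h compound exposure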
# Numbers without * were called inactive; i = inactive; ? = inconclusive; · = not tested or not shown; & = joins results of further samples. These rows are one share of the data, so the mix of outcomes need not match the whole.
SMILES,Autophagy mod,Autophagy mod cell loss 18 h,Dynein transport,Dynein transport cytoplasmic EGFP,Dynein transport nuclear GR-EGFP,Dynein transport cell count,bCat nuc transl,bCat nuc transl cell count 5 µM,Insulin prom up,Insulin prom up cell count,MT stabilizer,MT stabilizer Hoechst-high %,MT stabilizer cytotoxicity %,NOD1 inhibition,Yfh1-off respiration,NOD2 inhibition,M17LAP inhibition
CN(Cc1ccccc1)c1nc(CN2CCOCC2)nc2scc(-c3ccccc3)c12,i,-49,-0.89,-0.28,-0.76,1.2,-1.1,556,-0.26,1426,2.8,3.7,4.5,4%,i,1%,0%
COc1ccc(NC(=S)N2CCCCCC2)cc1OC,i,-14,-0.079,-0.35,0.0071,0.82,-4.3,1079,-0.35,1646,1.5,0.8,3.8,-20%,i,5%,10%
C/C(CC(=O)NCc1ccc(Cl)cc1)=N\NC(=O)c1ccccc1F,i,-29,0.96,0.34,1,-0.8,-0.1,1108,-0.44,1427,0.7,1.4,9.9,-12%,i,5%,2%
O=c1c2cc(NC(=S)NCc3cccnc3)ccc2nc2n1CCCCC2,i,8,-0.45,-0.32,0.12,0.96,-2.0,1038,0.23,1170,8.7,1.4,6.0,-35%,i,0%,-1%
O=C(O)CCc1ccc(-c2cccs2)n1NC(=O)c1ccc(O)cc1,i,-6,-0.91,-0.27,-0.63,0.63,·,·,·,·,3.2,2.3,4.1,·,i,11%,28%
Cc1cc(NC(=O)Nc2cccc3ccccc23)no1,i,3,0.95&0.052,0.027&-0.56,0.94&0.24,-0.54&-0.16,-1.2&-1.0,787&1318,-0.27&0.06,1204&1048,5.8,3.8,6.4,-1%&-5%,i,16%&3%,-3%&2%
CC(=O)Nc1ccccc1OCc1nnc(-c2cccs2)o1,i,3,0.13,-0.22,0.2,0.37,·,·,0.02,1330,2.8,3.4,15,-10%,i,5%,5%
CCCc1nn(C)c(C(=O)Nc2cccc(CC)c2)c1Cl,i,9,-0.76,0.24,-0.69,0.96,-3.0,543,-0.38,1086,2.3,3.3,0.1,-16%,i,-24%,-3%
O=C(Cn1c(-c2ccccc2)noc1=O)NCc1ccccc1,i,-7,-0.31,-0.2,-0.042,-0.0029,0.3,1201,-0.21,1049,1.6,1.4,8.3,7%,i,10%,8%
COc1cc(NC(=O)CS(=O)(=O)c2ccc(C)cc2)cc(OC)c1OC,i,-4,1.5,-0.24,1.4,-0.86,0.4,974,·,·,3.1,1.9,6.8,15%,i,-2%,-2%
Cc1ccc(C(=O)N2CCN(C(=O)c3ccco3)CC2)cc1NC(=O)c1ccco1,i,22,0.3,-0.28,0.14,0.17,-3.9,1091,0.62,1636,1.6,0.8,0.9,5%,i,13%,4%
O=C(CSc1ncnc2scc(-c3ccc(Cl)cc3)c12)NCc1ccc2c(c1)OCO2,i,-2,·,·,·,·,0.1,1167,-0.03,1185,3.0,1.6,1.5,11%,i,-17%,2%
O=C(O)c1ccccc1C(=O)c1ccc(Cl)cc1,·,·,-0.24,-0.27,-0.12,0.76,-0.5,1316,-0.92,1445,·,·,·,-8%,i,1%,-2%
Cc1ccc(C2C=NN(c3ccccc3)C2=O)cc1 (stereo not given),i,23,0.63,-0.25,0.34,0.43,0.6,992,-0.35,1400,3.0,1.7,12,-31%,i,-31%,18%
COc1ccccc1CC(=O)Nc1cc2oc3ccccc3c2cc1OC,i,-4,0.22,-0.16,-0.14,-0.68,-0.4,1333,-0.79,1709,2.1,2.2,4.5,15%,i,-8%,4%
Clc1ccc(-c2nn3c(-c4ccncc4)nnc3s2)c(Cl)c1,·,·,·,·,·,·,-6.0,1077,-0.05,1076,·,·,·,59%*,·,24%,·
O=C1CC(c2ccc(OCCCCCOc3ccc(C4CC(=O)NC4=O)cc3)cc2)C(=O)N1 (stereo not given),i,8,-0.48,-0.24,-0.39,0.74,0.9,1073,-0.75,1347,2.6,2.0,6.6,-47%,i,12%,21%
O=C(C[n+]1ccccc1)Nc1ccc(Oc2ccccc2)cc1,i,7,1.1,-0.3,0.3,-0.17,1.5,977,0.12,1469,1.1,2.6,13,-13%,i,7%,16%
CC(C)[C@@H]1CC[C@@H](C)C[C@H]1OC(=O)C[n+]1cc(-c2ccc(Cl)cc2)n2c1CCCCC2,·,·,-0.94,-0.14,-0.48,0.44,0.1,1213,-4,603,·,·,·,0%,i,17%,-2%
O=C(CNC(=O)c1ccccc1F)OCc1csc(-c2ccccc2)n1,i,0,-0.15,0.12,0.52,-1.6,-1.3,1024,-0.68,1275,0.6,2.2,6.9,-40%,i,-8%,3%
CC(=O)N1C(=O)N(C(C)=O)C2C1N(C)C(=O)N2C(C)=O (stereo not given),i,2,-0.046,-0.35,-0.1,1.2,1.8,1048,0.26,1405,1.4,1.1,0.6,-15%,i,13%,3%
O=[N+]([O-])c1cc(S(=O)(=O)Nc2ccccc2)ccc1NCc1ccccc1,i,2,0.38,-0.22,0.2,0.08,-0.5,1060,-0.67,1474,1.3,2.3,11,-8%,i,24%,6%
Cc1ccc2onc(CC(=O)O)c2c1,i,-7,-0.48,-0.3,-0.61,0.93,0.6,492,0.93,1271,2.9,3.0,12,6%,i,-13%,-9%
CC(=O)N1CN(CCCn2ccnc2)Cc2c1sc1c2CCCC1,i,-1,4,-0.13,2.2,-2.1,-1.1,1391,-0.35,1482,2.8,1.0,7.6,-14%,i,11%,-3%
O=C(NCCc1ccc(Cl)cc1)C1CCN(S(=O)(=O)c2cccs2)CC1,i,-5,0.12,-0.28,0.72,0.49,·,·,·,·,2.5,1.6,4.6,-2%,i,1%,-3%

# (listing goes on)
SMILES,Autophagy mod,Autophagy mod cell loss 18 h,Dynein transport,Dynein transport cytoplasmic EGFP,Dynein transport nuclear GR-EGFP,Dynein transport cell count,bCat nuc transl,bCat nuc transl cell count 5 µM,Insulin prom up,Insulin prom up cell count,MT stabilizer,MT stabilizer Hoechst-high %,MT stabilizer cytotoxicity %,NOD1 inhibition,Yfh1-off respiration,NOD2 inhibition,M17LAP inhibition
Cc1ccc(S(=O)(=O)N2CCN(c3ccc(S(=O)(=O)N4CCOCC4)cn3)CC2)cc1,i,2,0.93,-0.28,0.58,-0.22,·,·,1.4,866,3.1,2.4,2.7,-19%,i,-7%,2%
CCOC(=O)COc1cc(-n2c(=S)[nH]c3cc(OC)c(OC)cc3c2=O)c(Cl)cc1Cl,i,4,0.015,-0.32,-0.12,-0.21,-1.5,1038,0.77,1048,9.2*,8.4*,7.9*,7%,i,4%,6%
CS(=O)(=O)N1CCN(Cc2ccc([N+](=O)[O-])cc2)CC1,i,-5,1.5,-0.21,0.96,-1.1,0.7,1017,·,·,1.8,1.0,0.3,-20%,i,4%,11%
O=C(NCc1ccco1)c1cc([N+](=O)[O-])ccc1N1CCOCC1,i,11,-0.99,-0.34,-0.16,0.68,-4.5,1020,0.37,1621,2.4,1.4,2.5,-26%,i,4%,8%
Cc1cccc(-c2n[nH]c(=S)n2/N=C/c2cccs2)c1,·,·,-0.084,-0.25,-0.45,0.96,-0.9,1297,0,1189,·,·,·,-9%,i,-6%,1%
Cc1nc(-c2ccccn2)sc1C(=O)Nc1ccc(F)cc1,i,-3,0.065,-0.2,-0.2,0.51,-0.1,1338,0.1,1514,1.6,1.1,8.9,-4%,i,-23%,-7%
O/N=C/c1ccccc1OCc1ccc(Cl)cc1,i,2,0.024,-0.23,-0.39,-0.15,-0.1,1370,0.49,1644,1.8,2.0,7.8,-32%,·,-50%,2%
CCOc1cc(/C=N/NC(=O)c2ccc(CN3CCOCC3)cc2)ccc1OCc1ccccc1,i,-6,-0.3,-0.32,-0.51,0.5,·,·,-0.27,1179,2.4,1.9,7.8,14%,i,43%,5%
Cc1cccc(C)c1NC(=O)C(NC(=O)c1ccccn1)c1ccccc1[N+](=O)[O-] (stereo not given),i,2,-0.37,-0.25,-0.29,0.81,-1.4,1043,1.5,1588,1.7,2.1,5.8,6%,i,10%,3%
Cc1ccc(S(=O)(=O)N2CCC(C(=O)NCc3ccccc3Cl)CC2)cc1,i,28,0.84,-0.14,0.85,-1.1,-5.9,1266,·,·,1.3,1.3,3.6,-9%,i,-2%,-2%
N/C(=N\OC(=O)CCCc1ccccc1)c1ccccn1,i,2,-0.21,-0.28,-0.49,0.77,-0.6,968,0.09,1338,2.0,1.7,3.3,-51%,i,-24%,-3%
Cn1cc(/C=N/NC(=O)c2cc3cc(Br)ccc3o2)c2ccccc21,·,·,-0.59,0.061,-0.17,0.21,-0.4,1283,-0.73,1125,·,·,·,4%,i,9%,9%
COC(=O)c1ccccc1NC(=O)CNC(=O)c1ccco1,i,-4,0.98,-0.042,0.41,0.35,·,·,·,·,2.5,2.2,1.7,-15%,i,9%,3%
CCOC(=O)c1[nH]c2ccccc2c1N=C(C)N(CC)CC,i,1,-0.71,-0.11,-0.17,0.36,-0.3,1148,-0.33,1365,6.1,3.5,6.2,11%,·,15%,3%
COCCNC(=S)N1CCN(C)CC1,·,·,-0.068,-0.23,0.6,-0.39,-0.3,1380,0.22,787,·,·,·,-10%,i,-9%,5%
Cc1cccc(CC2CC(=O)N(C3CCCCC3)C2=O)c1 (stereo not given),i,-1,0.71,-0.25,0.64,-0.75,·,·,·,·,2.0,1.9,6.4,-18%,i,6%,-1%
O=C(COC(=O)c1ccc(S(=O)(=O)NCc2ccco2)cc1)Nc1ccc(OC(F)F)cc1,i,-21,-0.37,-0.27,0.00057,1.2,1.4,1034,-0.13,794,3.0,1.6,4.9,-16%,?,-5%,12%

# High-throughput results deposited in PubChem by several laboratories.
